# S1P4 antag: blocks the human S1P4 receptor | O95977 | S1P4-expressing cells, antagonist mode, reporter read-out | inhibition, % at 4.98 µM | 220,000 tested, 0.26% active | AID 1510; in the data active = inhibition above about 29%;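 note: 0% = wells stimulated with agonist and 100% = vehicle wells without agonist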
# Target sequence (O95977 whole entry, looked up): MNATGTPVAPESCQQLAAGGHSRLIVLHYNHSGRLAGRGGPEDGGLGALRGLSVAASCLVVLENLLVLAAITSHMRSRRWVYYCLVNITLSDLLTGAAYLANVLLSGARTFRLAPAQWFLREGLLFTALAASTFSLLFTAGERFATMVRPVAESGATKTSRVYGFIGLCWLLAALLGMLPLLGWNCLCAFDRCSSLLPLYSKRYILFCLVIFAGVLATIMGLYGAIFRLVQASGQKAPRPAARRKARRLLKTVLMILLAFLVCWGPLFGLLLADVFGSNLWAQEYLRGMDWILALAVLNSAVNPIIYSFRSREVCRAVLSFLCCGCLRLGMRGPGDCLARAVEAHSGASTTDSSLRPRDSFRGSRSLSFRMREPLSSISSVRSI
# Wee1 stabilizer: blocks degradation of human Wee1 kinase; P30291; HeLa Luc-Wee1K328M stability, luciferase luminescence; 100% = proteasome inhibitor MG132 effect; reporter increase, % at 5 µM; 220,000 tested, 1.2% active; AID 1321;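 active = activation above the mean of all tested compounds plus 3 SD, set per screening run, cut at about 8.8% in these data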;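 note: cells exposed to compound for 20 h before luminescence read; 0% = DMSO alone and 100% = MG132 at 30 µM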
# Target sequence (P30291 whole entry K328M): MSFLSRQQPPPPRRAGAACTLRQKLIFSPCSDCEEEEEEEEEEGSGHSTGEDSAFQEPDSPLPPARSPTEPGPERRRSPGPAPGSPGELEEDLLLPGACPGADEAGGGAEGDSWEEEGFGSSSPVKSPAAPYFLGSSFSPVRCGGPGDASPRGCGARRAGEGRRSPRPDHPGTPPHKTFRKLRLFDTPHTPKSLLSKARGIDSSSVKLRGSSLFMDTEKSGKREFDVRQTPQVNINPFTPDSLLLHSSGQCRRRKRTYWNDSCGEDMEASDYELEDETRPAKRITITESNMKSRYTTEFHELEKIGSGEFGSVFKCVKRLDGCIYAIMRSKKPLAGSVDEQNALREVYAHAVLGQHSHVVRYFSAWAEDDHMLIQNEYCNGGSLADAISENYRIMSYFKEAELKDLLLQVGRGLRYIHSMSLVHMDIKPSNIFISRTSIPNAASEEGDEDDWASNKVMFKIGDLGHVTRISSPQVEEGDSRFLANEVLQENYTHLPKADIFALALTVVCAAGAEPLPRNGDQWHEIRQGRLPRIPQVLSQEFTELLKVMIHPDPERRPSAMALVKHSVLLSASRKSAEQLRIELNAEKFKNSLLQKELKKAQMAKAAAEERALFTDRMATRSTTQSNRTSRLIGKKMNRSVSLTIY
# BaF3 parental: reduces parental Ba/F3 cell viability, JAK2V617F counter-screen. CellTiter-Glo ATP luminescence. inhibition, % at 5.6 µM. 220,000 tested, 1.1% active. AID 1486;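 active = inhibition above a per-campaign cutoff, the mean inhibition of all tested compounds plus 3 SD, cut at about 27% in these data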;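 note: 0% = DMSO wells and 100% = JAK Inhibitor I control wells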
# MDM2 E3 inh: blocks human Mdm2 ubiquitin ligase activity. Q00987. cell-based MDM2 ubiquitination luciferase reporter, 2 h; 0 = plate control, 100 = twice control, blank-subtracted. signal enhancement, % at 5 µM. 210,000 tested, 0.11% active;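 active = signal enhancement of 30% or more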;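 note: luminescence tracks abundance of the self-degrading MDM2-luciferase fusion protein; higher signal means inhibition of MDM2 E3 ligase activity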
#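 Assay system: mammalian cells stably expressing self-ubiquitinating, self-degrading MDM2 E3–luciferase fusion. Quantity: 2000 cells in each well. Medium: DMEM culture medium. Compound dosing: single-point 5 µM. Timing: cell settling 4 h, compound treatment 2 h, both 37 °C. Technique: luciferase luminescence. Read-out basis: percent signal gain over controls, blank-subtracted. Benchmarks: plate controls and plate blanks.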
# S1P4 agonist: agonists of human S1P4 receptor; O95977; S1P4-expressing cell line, agonist reporter assay; activation, % at 4.98 µM; 220,000 tested, 0.35% active; in the data active = activation above about 11%;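 note: 0% = DMSO vehicle and 100% = reference agonist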
# eIF4E 4G PPI: inhibitors of eIF4E and eIF4G interaction in translation initiation; P63073+Q04637; TR-FRET eIF4E-eIF4GI(517-606) binding, 2 h; inhibition, % at 21.7 µM; 220,000 tested, 0.37% active;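 active = inhibition above about 30%, limit read from the data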;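 note: 0% = full FRET control wells and 100% = background wells lacking eIF4GI fragment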
# PERK inhibitor: inhibitors of human PERK kinase; Q9NZJ5; CHO PERK-DD fusion, SEAP luminescence translation reporter; inhibition, % at 5.6 µM; 220,000 tested, 0.17% active;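 active = inhibition above the mean inhibition of all tested compounds plus 3 SD, set separately per screening campaign, cut at about 2.9% in these data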;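 note: PERK kinase domain activated by AP20187 dimerizer at 100 nM; 0% = DMSO with dimerizer and 100% = rapamycin at 8.4 µM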
# NPY2 pot ag: potentiates or activates human NPY-Y2 receptor; P49146; cells expressing NPY-Y2, potentiator/agonist read-out; activation, % at 3.6 µM; 220,000 tested, 0.45% active; in the data active = activation above about 27%;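 note: cells stimulated with NPY near EC25 plus isoproterenol at EC100; 0% = vehicle plus submaximal agonist and 100% = vehicle plus saturating agonist; some results beyond the cut were filed as inactive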
# Ba/F3 V617F tox: lowers viability of Ba/F3 cells expressing EpoR and JAK2V617F. ATP luminescence. inhibition, % at 5.6 µM. 220,000 tested, 1.1% active. AID 1446;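 active = inhibition above the campaign mean plus 3 SD over all tested compounds, cut at about 24% in these data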;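 note: cytokine-independent growth of Ba/F3 cells driven by EpoR plus mutant JAK2; 0% = DMSO-treated cells and 100% = JAK inhibitor I control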
# * = called active by the depositor; . = not tested or not shown; & = joins results of further samples; [ ] = remark or other dose. The order is random; about 4.1% have a hit in one of these screens.
SMILES,S1P4 antag,Wee1 stabilizer,BaF3 parental,MDM2 E3 inh,S1P4 agonist,eIF4E 4G PPI,PERK inhibitor,NPY2 pot ag,Ba/F3 V617F tox
CCC(C)(C(=O)NC1CCCCC1)N(Cc1cccs1)C(=O)CC1NC(=O)NC1=O (centres undefined),8,-2,0,-5,0.6,3,0.5,-20,3
COc1cc(/C=C2\SC(=S)N(NC(=O)c3ccncc3)C2=O)ccc1O,-5,3,2,-14,-0.5,-1,-0.7,-7,4
COC(=O)C(NC(=O)c1cccnc1Cl)C(C)C (centres undefined),1,0,-3,.,-0.1,-5,1.1,31,-4
COc1cccc(N2C(=O)C(Cc3c[nH]c4ccccc34)NC2=S)c1 (centres undefined),-5,1,3,-7,-0.3,4,0.4,-1,-5
COc1cc(/C=C2\SC(=S)N(CC(=O)Nc3ccccn3)C2=O)cc(OC)c1OC,-3,-2,5,-15,-0.1,2,0.1,14,-1
COc1ccc(CCNC(=O)COC(=O)/C=C/c2ccc(OCC#N)c(OC)c2)cc1OC,0,2,8,-1,0.3,7,0.6,-4,1
C=CCNc1cc(C)oc(=O)c1C(=O)CC,-9,0,10,-2,0.1,-4,-0.3,2,1
CC(=O)c1nc(N2C(=O)CC(Cc3cc(C)cc(C)c3)C2=O)sc1C (centres undefined),-3,-3,4,-12,-1.1,3,0.5,-9,1
CCC(=O)NC(c1cccc([N+](=O)[O-])c1)c1c(OC(C)=O)ccc2ccccc12 (centres undefined),-4,2,-1,0,1.5,1,-0.2,-5,-1
Cc1cc(NC(=O)CSc2nnc(-c3ccccc3)n2C)no1,3,4,3,-5,-0.1,0,-0.4,-12,0
CCCN(C(=O)c1ccccc1N)c1c(C)n(C)n(-c2ccccc2)c1=O,-15,4,8,-16,1.2,3,1.7,-7,5
C(=N\Nc1ccc2ccccc2n1)/c1ccc2c(c1)OCCO2,-13,-4,-1,-92,-1.4,6,1.1,-8,-1
NS(=O)(=O)c1ccc(O)c(N2C(=O)c3cccc4c(C(=O)c5ccccc5)ccc(c34)C2=O)c1,-7,5,9,-26,2.5,8,0.8,-6,6
COc1cccc(OCCn2cc(C(=O)c3ccco3)c3ccccc32)c1,23,-2,4,-4,0.8,-9,-1.2,-17,-2
O=C(NCC1CCCO1)c1ccc(CS(=O)(=O)c2c(Cl)cccc2Cl)o1 (centres undefined),-10,-1,7,-14,-0.7,-1,0.0,-3,-1
CNc1oc(-c2ccccc2)nc1C#N,-12,0,10,5,-0.1,0,0.5,-9,1
O=C(O)c1ccc(-n2cccc2/C=C2/NC(=O)N(c3ccccc3)C2=O)cc1,0,3,4,-7,1.4,26,-0.3,-14,-2
O=[N+]([O-])c1ccc(S(=O)(=O)NCC2CCCO2)cc1 (centres undefined),-19,4,1,11,-0.3,-6,-1.2,12,-4
CCOc1ccc(CN2CCN(Cc3cccn3-c3nccs3)CC2CCO)cc1 (centres undefined),12,2,2,-9,-1.3,4,-2.3,-21,2
CCCCNC(=O)c1cc2cc(CC)ccc2[nH]1,0,2,-1,-6,1.8,-12,-0.3,3,-4
COc1ccc(C(=O)O)cc1NC(=S)NC(=O)c1ccc(-c2ccc(Cl)cc2)o1,10,-1,1,-9,-1.9,16,1.2,-6,1
COc1cccc(CNCCc2c[nH]c3ccccc23)c1OCc1ccccc1F,6,-4,8,-1,-0.1,1,-1.6,-3,4
CCOC(=O)N1CCN(C(=O)C2CCN(Cc3ccc(OC)cc3OC)CC2)CC1,4,-2,4,-5,-2.5,-2,-0.3,-9,-1
O=C(CO/N=C/c1ccc(OC(F)F)cc1)NC1CCCC1,-14,2,-1,.,1.8,1,1.0,-8,-3
O=C(Nc1n[nH]c(C(F)(F)F)n1)c1cccs1,8,7,2,-13,1.8,-3,0.2,-8,0
COc1cc(OC)c(NC(=O)c2ccccc2F)cc1Cl,2,-1,2,-22,-1.2,4,1.1,-3,1
COc1ccc(OC)c(-n2nnnc2SCC(=O)N2CCN(C(=O)c3ccco3)CC2)c1,-18,2,41*,0,-0.3,2,-0.3,8,1
COc1ccc(-c2cc(C(F)(F)F)c(C#N)c(SCC(=O)O)n2)cc1OC,8,1,1,-21,0.1,4,-0.1,0,4
CCc1ccc(NC(=O)c2cnn3c(C(F)F)cc(C)nc23)cc1,4,-2,1,-14,-1.4,0,1.8,15,-3
CCCSc1nc(C)cc(=O)[nH]1,-12,1,0,-6,-3.7,-3,-0.3,-1,-3
O=C(/C=C/Nc1ccc(OC(F)(F)F)cc1)C(F)(F)F,3,-1,2,-10,0.6,-11,0.1,2,-3
COc1ccc(-n2ccnc2SCC(=O)NC2CCCC2)c(OC)c1,17,2,3,5,-2.0,6,-0.6,-11,-1
Cc1ccc2[nH]c(=O)c(C(c3nnnn3C(C)(C)C)N(Cc3ccco3)CC3CCCO3)cc2c1 (centres undefined),-12,0,5,-18,0.8,6,-0.3,2,5
CC(=O)Nc1cccc(-c2cnc3ccccc3n2)c1,6,2,1,-14,0.7,2,-0.1,-9,-4
CS(=O)(=O)c1ccc2nc(NC(=O)C3COc4ccccc4O3)sc2c1 (centres undefined),-6,0,3,-88,0.9,5,-0.8,5,1
COc1cc(N=C(N)N=C(N)N)cc(OC)c1,-3,3,7,-26,2.6,3,0.1,3,3
OCCN(Cc1ccccc1)CC1CC2C=CC1C2 (centres undefined),-17,2,3,0,-0.3,1,1.6,-13,-1
COc1ccc(/C=N/n2c(-c3cc(C)[nH]n3)n[nH]c2=S)cc1OC,11,-1,2,-12,-0.9,11,0.6,2,-4
Cc1nn(-c2ccccc2)c(C)c1C(=O)OCC(=O)NCc1ccco1,-4,-1,0,-18,-1.3,0,-1.0,-2,-3
COC(=O)c1sccc1NC(=O)COc1ccc(C)cc1,-16,2,7,-6,1.1,0,2.4,-3,3
CCOC(=O)CC1(CC(=O)OCC)NC(=O)c2c(C)sc(C(=O)OCC)c2N1,-33,-1,4,-1,2.2,6,-1.4,5,1
O=C(CN1CCN(S(=O)(=O)c2ccccc2)CC1)Nc1cccc(C(F)(F)F)c1,-1,-1,1,-43,-0.7,-1,0.3,6,-2
CC(O)CNc1nc2c(c(=O)n(C)c(=O)n2C)n1C/C=C/c1ccccc1 (centres undefined),-5,2,9,-24,0.7,-2,-1.3,3,0
Cc1ccc(NC(=O)C2C3C=CC4(CN(Cc5cccnc5)C(=O)C24)O3)cc1 (centres undefined),-6,-2,0,-7,0.3,1,1.2,10,-3
Cc1ccc(/C=N/NC(=O)CCn2nc(C)cc2C)c(C)c1,-2,0,5,2,-1.0,0,0.3,6,0
Cc1onc(-c2ccccc2)c1C(=O)OCC(=O)Nc1ccc2c(c1)OCO2,9,0,4,-4,1.5,4,-0.1,4,-1
CCCCOC(=O)Cn1c(=N)n(CCC)c2ccccc21,3,-3,3,-13,2.2,-1,-0.2,-7,0
CCc1ccc(CN(C)Cc2nc(-c3cccc(Cl)c3)no2)nc1,-15,5,4,1,-0.4,1,-1.2,-9,-2
CNC(=S)N=Nc1c(O)[nH]c2ccccc12,-1,-2,0,-10,0.3,-4,0.6,6,-6
CC(=O)NC(Cc1ccc(F)cc1)C(=O)NC1CCN(c2nnnn2-c2ccccc2)CC1 (centres undefined),-21,0,3,-10,0.3,0[fluorescence artefact?],1.1,5,-5
COc1cccc(/C=C(/C#N)c2ccc(Cl)cc2)c1OCc1cccc(C(=O)O)c1,-5,-2,7,-8,-0.7,2,-0.1,1,0
COc1ccc(COC(=O)Nc2c(SC)nsc2SC)cc1,-8,1,0,-5,-0.9,-3,0.3,-4,-2
CC(=O)Nc1ccc(Nc2ccccc2)cc1,2,-2,-2,-13,-0.8,0,1.4,14,-7
C=CCn1c(SCC(=O)CC(=O)OCC)nc2cc(C(=O)N3CCC(C(N)=O)CC3)ccc2c1=O,-7,-2,17,-3,-1.1,-2,0.9,-4,-1
COc1ccccc1C1CC(c2ccc(Cl)cc2)Nc2ncnn21 (centres undefined),14,3,5,-13,0.5,-7,-0.5,2,0
CCc1cc2cc3c(cc2nc1SCC(=O)Nc1nccs1)OCO3,-9,-2,6,-17,3.6,-166[fluorescence artefact?],0.9,14,-1
CCOCCCNC(=O)C(c1ccc(C)cc1)N(Cc1ccc2c(c1)OCO2)C(=O)c1cnccn1 (centres undefined),7,-1,2,-17,0.6,0,-0.1,4,0
COC(=O)CSC1=C(C#N)C(=O)NC(c2ccccc2)S1 (centres undefined),6,-1,-1,40*,1.0,3,0.5,5,-2
COc1ccc(S(=O)(=O)NCc2ccccn2)cc1Cl,4,-2,4,-10,-0.4,-15[fluorescence artefact?],0.3,-1,-2
CCCCCC[n+]1c(-c2ccc(Cl)cc2Cl)csc1Nc1ccccc1,-2,2,5,-19,-0.4,5[fluorescence artefact?],0.5,6,2
# Next entries:
SMILES,S1P4 antag,Wee1 stabilizer,BaF3 parental,MDM2 E3 inh,S1P4 agonist,eIF4E 4G PPI,PERK inhibitor,NPY2 pot ag,Ba/F3 V617F tox
COC(=O)c1ccccc1NC(=O)c1ccnn1C,-9,0,4,-9,-1.6,0,1.7,-6,-2
CN(C)CCN(Cc1ccccc1)c1ccccn1,-1&5,-1&2,6&-3,.,1.8&0.6,-3&-1,0.8&-0.3,-1&-5,-1&2
Brc1ccc(-c2nn3c(Cc4ccccc4)nnc3s2)o1,2,-1,4,-7,1.2,0[fluorescence artefact?],0.5,-32,0
O=C(N/C(=C\c1ccc(Br)cc1)C(=O)N1CCCC1)c1cccs1,6,0,9,-11,-0.8,1,0.9,-7,4
COC(=O)CSC(C(=O)Nc1ccc(C)c(C)c1)c1ccccc1 (centres undefined),0,1,1,-7,1.9,8,0.5,-7,-3
CC(=O)c1c(COC(=O)c2cccnc2)nc2ccccc2[n+]1[O-],-5,-3,8,-8,-0.1,20[fluorescence artefact?],-0.2,2,6
O=C(Nc1ccccn1)NC12CC3CC(CC(C3)C1)C2,-7,0,5,-23,-0.4,5,0.0,5,0
O=C(Nc1ccc(N2CCOCC2)cc1)C1CCCCN1S(=O)(=O)c1ccccc1 (centres undefined),-26,3,-2,.,1.8,-9,0.2,8,1
COc1ccccc1N=Cc1c(C)c(C#N)c2[nH]c3ccccc3n2c1=O,-20,-4,4,-6,4.3,1,-0.1,-1,1
CCCn1c(-c2ccc(OC)cc2)nc2nc3ccccc3nc21,-2,0,1,-22,-2.0,2,-0.1,0,-2
COc1ccc2c(c1)CC(C1(O)C(=O)Nc3ccccc31)C2=O (centres undefined),-19,2,-2,-19,-0.8,-11,0.8,3,-8
COc1ccc(-c2csc(NC(=O)c3cc(-c4cccs4)nc4ccccc34)n2)c(OC)c1,3,2,3,-10,4.3,-9,-0.2,-5,-5
Cc1nc(CSc2nnc(N)s2)cs1,-7,-1,2,-16,1.4,-1,1.2,-4,-1

# 3 successive compounds from above:
SMILES,S1P4 antag,Wee1 stabilizer,BaF3 parental,MDM2 E3 inh,S1P4 agonist,eIF4E 4G PPI,PERK inhibitor,NPY2 pot ag,Ba/F3 V617F tox
COC(=O)c1ccccc1NC(=O)c1ccnn1C,-9,0,4,-9,-1.6,0,1.7,-6,-2
CN(C)CCN(Cc1ccccc1)c1ccccn1,-1&5,-1&2,6&-3,.,1.8&0.6,-3&-1,0.8&-0.3,-1&-5,-1&2
Brc1ccc(-c2nn3c(Cc4ccccc4)nnc3s2)o1,2,-1,4,-7,1.2,0[fluorescence artefact?],0.5,-32,0

# Source: PubChem BioAssay (several laboratories)
